Compound activity as filed in PubChem.
14-3-3g Raf = 14-3-3 gamma protein interaction modulation; P61981; FP, 14-3-3gamma / TMR-pS259-Raf peptide binding; inhibition, % at 40 µM; 0.19% of 160,000 active; in the data active = inhibition above about 30%;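 note: 0% = protein plus tracer without compound and 100% = blank with tracer alone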
Target sequence (P61981 whole entry, looked up): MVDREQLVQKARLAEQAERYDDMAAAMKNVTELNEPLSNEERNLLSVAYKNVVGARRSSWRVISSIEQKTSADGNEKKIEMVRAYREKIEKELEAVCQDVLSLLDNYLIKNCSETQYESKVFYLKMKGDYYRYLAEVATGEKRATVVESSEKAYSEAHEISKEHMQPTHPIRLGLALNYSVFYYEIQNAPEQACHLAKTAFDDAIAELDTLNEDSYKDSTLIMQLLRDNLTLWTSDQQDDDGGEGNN
* = called active by the depositor; & = joins results of further samples. These rows are one share of the data. The share of hits here may be higher or lower than overall.

SMILES | 14-3-3g Raf
Cn1nccc1C(=O)Nc1ccc(OC(=O)c2ccnn2C)cc1 | -2.7&-6.0
Cc1cccc(N2CCN(C(=O)CCn3c(=S)[nH]c4cc5c(cc4c3=O)OCO5)CC2C)c1 (centres undefined) | -4.0
CCCCCn1c(NC2CCCCC2)nc2c1c(=O)[nH]c(=O)n2C | 5.0
Cc1cccn2c(=O)c3cc(C(=O)Nc4ccccc4C(F)(F)F)sc3nc12 | 2.3
Cc1ccc2c(C)nc(Nc3nc4c(c(=O)[nH]3)CCC4)nc2c1 | -16.8
COC(=O)c1ccc(C2/C(=C(/O)c3ccc(OC)cc3)C(=O)C(=O)N2c2cc(C)on2)cc1 (centres undefined) | -1.8
O=C(CSc1nnc(CNC(=O)c2ccco2)o1)c1ccccc1 | -4.9&1.5
CCCS(=O)(=O)N1CCN(S(=O)(=O)c2ccccc2[N+](=O)[O-])CC1 | 1.7
OCCN1CCN(C2CCN(CC3CC4C=CC3C4)CC2)CC1 (centres undefined) | 3.0
O=C(C1CCN(c2ccc(N3CCOCC3)nn2)CC1)N1CCc2ccccc2C1 | -5.5
COc1ccc([N+](=O)[O-])cc1Nc1nc(-c2ccccc2F)nc2ccccc12 | -4.2
O=C(CCSc1ccccc1)Nc1ccc(S(=O)(=O)N2CCOCC2)cc1 | -5.0
O=C(O)CCCC(=O)N1CCN(c2ccc(F)cc2)CC1 | 1.5
Cc1c(C(=O)Nc2ccccc2F)sc2ncnc(N3CCCCC3C)c12 (centres undefined) | -1.8
O=C1c2ccccc2C(=O)N1c1nc(-c2cccs2)cs1 | -10.3
CC(=O)N1c2ccccc2NC2=C(C(=O)CC(c3ccccc3)C2)C1c1cccc(F)c1 (centres undefined) | -3.6
CCOC(=O)C1=CN(Cc2ccc(F)cc2)C=C(C(=O)OCC)C1c1cc2c(cc1Br)OCO2 | 1.9
CCCCCCCOC(=O)C1=C(C)Nc2ncnn2C1c1cccc([N+](=O)[O-])c1 (centres undefined) | 3.5
COc1cc2nc(-c3ccccc3[N+](=O)[O-])oc(=O)c2cc1OC | -12.3
COc1ccc(NC(=O)CCS(=O)(=O)c2ccc(Br)s2)cc1 | -8.3
Cc1c(C)c2ccc(OC3CCCCC3=O)c(C)c2oc1=O (centres undefined) | 6.2
CCOC(=O)c1cc([N+](=O)[O-])sc1NC(=O)c1ccc(S(=O)(=O)N2CCCCC2)cc1 | -31.1
O=S(=O)(c1ccc(Br)s1)N1CCC(Cc2ccccc2)CC1 | -25.5
CCOc1cc(C2C(C(=O)OC)=CN(C3CCCC3)C=C2C(=O)OC)cc(Cl)c1O | -1.5
CCOc1ccc(OCC)c(NC(=O)CSc2nc3c(c(=O)n(C)c(=O)n3C)n2C)c1 | -1.1

In the list so far, these contain a carbonyl joined to an NH by a bond outside any ring.
SMILES | 14-3-3g Raf
Cn1nccc1C(=O)Nc1ccc(OC(=O)c2ccnn2C)cc1 | -2.7&-6.0
Cc1cccn2c(=O)c3cc(C(=O)Nc4ccccc4C(F)(F)F)sc3nc12 | 2.3
O=C(CSc1nnc(CNC(=O)c2ccco2)o1)c1ccccc1 | -4.9&1.5
O=C(CCSc1ccccc1)Nc1ccc(S(=O)(=O)N2CCOCC2)cc1 | -5.0
Cc1c(C(=O)Nc2ccccc2F)sc2ncnc(N3CCCCC3C)c12 (centres undefined) | -1.8
COc1ccc(NC(=O)CCS(=O)(=O)c2ccc(Br)s2)cc1 | -8.3
CCOC(=O)c1cc([N+](=O)[O-])sc1NC(=O)c1ccc(S(=O)(=O)N2CCCCC2)cc1 | -31.1
CCOc1ccc(OCC)c(NC(=O)CSc2nc3c(c(=O)n(C)c(=O)n3C)n2C)c1 | -1.1

Further compounds
SMILES | 14-3-3g Raf
CCCc1[nH]nc2c1C(c1ccc(OC)c(CSC3=NCCS3)c1)C(C#N)=C(N)O2 (centres undefined) | -6.2
Cn1c(=O)c2cc(S(=O)(=O)NC(Cc3ccccc3)C(=O)NCc3ccco3)ccc2n(C)c1=O (centres undefined) | -6.8
Cc1ccccc1NC(=O)Nc1ccc(C)c(NC(=O)Nc2ccccc2C)c1 | -1.5
CCOc1ccc(S(=O)(=O)Nc2ccc3c(c2)OCO3)c2cccnc12 | -12.9&-21.6
O=C(NC1CCCC1)C1c2ccccc2C(=O)N1C1CCCCC1 (centres undefined) | -7.2
O=C(C1=C(O)C(=O)N(Cc2ccccc2)C1c1ccncc1)c1ccco1 (centres undefined) | -2.0
CC(C)CCN(C)C1CCN(C(=O)Nc2c(F)cccc2F)CC1 | 1.7
CC(=O)N1CCN(S(=O)(=O)c2ccc(C)cc2)C1C(C)C (centres undefined) | -11.9
O=C(O)CCN1C(=O)c2ccc3c4c(ccc(c24)C1=O)C(=O)N(CCC(=O)O)C3=O | 10.4
CC(C)Nc1c([N+](=O)[O-])ccc2nonc12 | -1.7
CCn1c(NCc2ccccn2)nc2c1c(=O)n(C)c(=O)n2C | -0.4
O=C(NC1CCCCC1)N(Cc1ccccc1)Cc1ccco1 | -1.2
Cc1sc2ncn(-c3ccc(I)cc3)c(=O)c2c1C | -11.5
CCCCN(CCCC)S(=O)(=O)c1ccc2oc(C(=O)N3CCOCC3)c(C)c2c1 | -4.2
CCC(=O)N1CCc2cc(Br)cc(S(=O)(=O)NC(C)C34CC5CC(CC(C5)C3)C4)c21 (centres undefined) | -3.4
Cn1c(CSc2nc3ccccc3s2)nc2ccccc21 | -7.1&-11.1
CC(=O)N1CC(=O)Nc2ccccc21 | -4.3
Nc1nc(N2C(=O)C3CC=CCC3C2=O)nn1-c1ccccc1 (centres undefined) | -8.9
O=C(Nc1cc(C(F)(F)F)ccc1Cl)c1cc2nc(-c3ccco3)cc(C(F)(F)Cl)n2n1 | -5.0
O=[N+]([O-])c1cc2c(cc1C=Nc1ccc3nc(-c4cccc5ccccc45)oc3c1)OCO2 | -7.2
N#Cc1c(NC(=O)c2nn3c(c2Br)NC(c2ccco2)CC3C(F)(F)F)sc2c1CCCC2 (centres undefined) | -96.5
Nc1ccc2nc(N)sc2c1 | 2.1
COc1ccc(C2C(C(=O)Nc3cc(C)ccn3)=C(C)NC3=C2C(=O)CC(C)(C)C3)cc1 (centres undefined) | -1.7
COc1ccc(NC(=O)c2cc(S(=O)(=O)N3CCCC3)ccc2Cl)cc1 | -13.9
Cc1ccc(S(=O)(=O)N2CC(C)OC(C)C2)cc1 (centres undefined) | -3.9

Additional compounds.
SMILES | 14-3-3g Raf
CCC1CCCCN1CCCNC(=O)CSc1cc(=O)n(C)c2cc(Cl)ccc12 (centres undefined) | -16.5
O=C1C(Nc2cccc(C(F)(F)F)c2)=C(n2nnc3ccccc32)C(=O)c2ccccc21 | -176.9
CCC1SC2=NC(C)=C(C(=O)OC)C(c3ccc(OC)cc3)N2C1=O (centres undefined) | -11.2
CCN(CC)c1nc2c(s1)C(=O)NCC(C)(C)C2 | -0.7
Cc1ccc(S(=O)(=O)NC(CC(=O)O)c2ccccc2)cc1 (centres undefined) | -10.3&-3.2
COc1ccc(NS(=O)(=O)c2cnc[nH]2)cc1OC | -8.2
O=C(CN(Cc1cccs1)C(=O)CNC(=O)c1ccco1)NC1CCCCC1 | 3.4
CCOc1ccc(C(=O)Nc2c3c(nn2-c2ccc([N+](=O)[O-])cc2)CSC3)cc1 | -3.2
Cc1cc(=O)[nH]c(N2C(=O)c3ccccc3C2=O)n1 | -10.7
O=C(COc1ccc2ccccc2c1)Nc1c2c(nn1-c1ccc(Cl)cc1)CSC2 | -6.0
O=C1CSC(=O)N1Cc1ccc(CN2C(=O)CSC2=O)cc1 | 2.8
COC(=O)c1ccc(Cl)c(NC(C)=O)c1 | -2.4
COc1cc(NS(=O)(=O)c2ccc(NC(=O)c3ccco3)cc2)nc(OC)n1 | -5.0
O=C(NC1CCCC1)c1coc2nc3ccccc3nc12 | -194.4
Cc1ccc([N+](=O)[O-])cc1S(=O)(=O)Nc1cc2c3c(oc2c2ccccc12)CC(C)(C)CC3=O | -5.9
Cc1c(OCc2ccccc2)c(=O)ccn1Cc1ccccc1 | -7.2
CCOc1ccc(N2CC(C(N)=O)CC2=O)cc1 (centres undefined) | -2.6
CCSc1nnc(NC(=O)CSc2nc3c(c(=O)n2CC)SC(C)C3)s1 (centres undefined) | 0.3&1.6
N#Cc1cnc2sc3ccccc3n2c1=N | 6.2
Cc1cc(C)cc(NC(=O)CSc2nnc(CNC(=O)c3ccco3)o2)c1 | 1.4
O=C(NC1CCCC1)C1(S(=O)(=O)c2ccc(Cl)cc2)CC1 | 6.6
CCOc1ccc(-n2c(-c3ccc4c(c3)OCCO4)c[n+]3c2CCCCC3)cc1 | -5.8
COC(=O)c1c(NC(=O)c2cc3ccccc3c(=O)o2)sc2c1CCCCC2 | -3.1
CN1C(=O)C2C=CC1C1C(=O)N(c3ccccc3)C(=O)C21 (centres undefined) | -3.2
CCc1ccc(CNC(=O)CCSCc2ccccc2F)cc1 | -5.9

New compounds follow.
SMILES | 14-3-3g Raf
COC(=O)c1ccccc1NC(=O)C(C)N1C(=O)c2ccccc2C1=O (centres undefined) | -14.3
CCN(CC)CCNc1c2c(c(C#N)c3nc4ccccc4n13)CCC2 | -4.7
COc1ccc(N2CCN(C(=O)c3cnc(Nc4ccccc4OC)c4ccccc34)CC2)cc1 | 1.6
COc1cccc(N2CCN(C(=O)CCCCCn3c(=O)[nH]c4ccccc4c3=O)CC2)c1 | -3.1
CC(=O)Nc1nc(C)c(-c2csc(Nc3ccccc3)n2)s1 | 4.7
CCOC(=O)c1[nH]c(CSc2nnc(-c3ccncc3)n2CCOC)c(C(=O)OCC)c1C | -17.1
COCCN1C(=O)c2ccccc2C(C(=O)NCc2ccccn2)C1c1cn(C)c2ccccc12 (centres undefined) | -3.4
COc1ccc2cc3cc(C(=O)NC4CCCc5ccccc54)sc3nc2c1 (centres undefined) | -1.1
O=C(NCc1ccccn1)c1ccc(Cn2cc(Br)cn2)o1 | 3.0
Cc1ccc(Cn2nnc3c(=O)n(Cc4ccccc4C)cnc32)cc1 | -2.0
COc1ccc(C(=O)Nc2cc(C(F)(F)F)ccc2Cl)cc1[N+](=O)[O-] | 2.6
Cc1ccccc1-n1nc2c(c1NC(=O)c1c(-c3ccccc3Cl)noc1C)CSC2 | -0.3
O=C1C(=O)N(CCN2CCOCC2)C(c2ccccc2F)/C1=C(\O)c1ccccc1 (centres undefined) | -3.5
CCOC(=O)c1ccccc1NC(=O)Cn1c(=O)n(Cc2ccccc2)c(=O)c2c(C)c(C)sc21 | -1.6
CCCC(=O)Nc1nnc(Cc2ccccc2)s1 | -6.1
Cc1nn(-c2ccccc2)c(C)c1C(=O)OCC(=O)N1CCN(S(=O)(=O)c2ccccc2)CC1 | -4.0
COc1nn(-c2nc(-c3ccc(F)cc3)cc(C(F)(F)F)n2)c(C)c1[N+](=O)[O-] | 2.3
COc1ccc(NC(=O)CSc2nnc(Cc3cccn3C)n2CCc2ccccc2)c(OC)c1 | -3.9
O=C(Nc1c2c(nn1-c1ccc(Cl)cc1)CSC2)c1ccc(Br)cc1 | -5.8
O=C(Nc1nccs1)C1COc2ccccc2O1 (centres undefined) | -6.6
Cc1ccc(-n2nc(-c3ccco3)cc2C(=O)NCc2cccnc2)cc1 | -11.0
O=C1CC(N2CCN(c3ccccc3O)CC2)C(=O)N1c1ccc(Br)cc1 (centres undefined) | -39.8
CCC(C)(C)n1nnnc1C(c1ccc(OC)c(OC)c1)N1CCN(c2cccc(OC)c2)CC1 (centres undefined) | -5.8
CCCCC(C(=O)Nc1ccc(C(=O)OC)cc1)N1C(=O)c2cccc([N+](=O)[O-])c2C1=O (centres undefined) | 2.0
O=C(Nc1cccc(Cl)c1N1CCCC1)c1ccc(Br)o1 | -10.1

Next section.
SMILES | 14-3-3g Raf
Cc1ccc2oc(=O)c3cc(C(=O)NCc4ccco4)sc3c2c1 | -1.6
O=C1c2cccc3cccc(c23)C(=O)N1CCOCc1ccccc1 | 4.5
Cn1c(CNc2ccc([N+](=O)[O-])cc2)c(C#N)c2ccccc21 | 0.8
O=C(CSc1nnc(-c2cccs2)n1CC1CCCO1)c1cc2ccccc2o1 (centres undefined) | -19.5
Cc1cc(Cl)c2nncn2n1 | -2.0
COc1ccc(NC(=O)CCS(=O)(=O)c2ccc(Br)cc2)cc1Cl | -20.9
O=C(NCc1ccco1)c1cnn2c1NC(c1ccccc1)CC2C(F)(F)F (centres undefined) | -3.5
CCc1ccc(C(=O)CC2(O)C(=O)N(Cc3ccccc3Cl)c3ccccc32)cc1 (centres undefined) | 1.4
CCOc1ccc2nc(NC(=O)Nc3cccs3)sc2c1 | -7.1
Cc1ccccc1NC(=O)CCNC(=O)Cn1ccc2ccccc2c1=O | 1.8
Cc1cc(C)n(C(=O)C2C(C=C(Cl)Cl)C2(C)C)n1 (centres undefined) | -18.3
O=C(CCN1C(=O)C2C3C=CC(C3)C2C1=O)Nc1ccc(OC(F)(F)F)cc1 (centres undefined) | -3.1
COc1ccc(C(=O)Nn2c(SCC(=O)NCC3CCCO3)nc3ccccc3c2=O)cc1 (centres undefined) | -9.5
Cn1nc(-c2ccc(OCC(=O)NCC3CCCO3)cc2)c2ccccc2c1=O (centres undefined) | -5.5
COc1ccc(NC(=O)N2CCN(S(C)(=O)=O)CC2)cc1OC | -11.6
O=c1c2oc3ccc(Cl)cc3c2nc2n1CCS2 | -4.9
CCc1ccc(OCCCC(=O)Nc2ccccc2C(N)=O)cc1 | -1.0
CN(Cc1cccs1)c1ncnc2sccc12 | 4.7
CC(C)(C)C(=O)C1C(c2cccs2)C(C#N)(C#N)C2c3ccccc3C=CN12 (centres undefined) | -196.4
Cc1c(C(=O)N2CCCC(C)C2)sc2ncnc(N3CCN(c4ccccc4F)CC3)c12 (centres undefined) | 11.1
O=S(=O)(c1ccc(-c2nnc(SCc3nnc(-c4ccccc4)o3)o2)cc1)N1CCCC1 | -4.0
COC(=O)C1=C(C)Nc2ncnn2C1c1ccc2ncccc2c1 (centres undefined) | -0.1
COc1ccccc1Oc1ccc(S(=O)(=O)NC(C)C(=O)O)cc1 (centres undefined) | 7.0
COc1ccc(-n2c(C=Cc3c[nH]c4ccccc34)nc3ccc(I)cc3c2=O)cc1 | -19.8
